LDHA block: qHTS assay for inhibitors of human lactate dehydrogenase | L-lactate dehydrogenase A chain (Homo sapiens), P00338 | activity change, % (values are at about 110 or 230 µM) | purified LDHA, NADH/diaphorase-resazurin fluorescence; active compounds read low | 480,000 tested, 0.15% active | AID 1347041, 2019; in the data active means activity change below about -30%; inconclusive means mostly about -25% to -30%;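 further: plate controls were DMSO wells for no effect and wells without enzyme for full effect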
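Resorufin fluorescence (ex540/em590), read at 0 and 20 min after diaphorase/resazurin addition, reports the NADH left after a 5 min room-temperature reaction of 2 nM human LDH5 with 0.06 mM NADH and 0.2 mM pyruvate.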
TrxR1 substrate: qHTS Assay for Substrates of Mammalian Selenoprotein Thioredoxin Reductase 1 (TrxR1): qHTS | Thioredoxin reductase 1, cytoplasmic (Rattus norvegicus), O89049 | purified TrxR1 substrate turnover, NADPH consumption readout | Potency, µM (highest dose often 114 µM), for the others: at the top dose activity change, negative = substrate turnover | 390,000 tested, 0.01% active | AID 588456, 2011; further: potency means the concentration at half of the fitted maximal effect; on the % scale 0 is the no-effect control and ±100 the full control effect; nearly all actives have a fitted effect of over 50% in size
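Rat TrxR1, dispensed at 90 nM, was prereduced with 400 uM NADPH (final) for 5 min at ~22 deg C, then incubated with compound 15 min before 400 uM selenite. A first-read NADPH fluorescence drop versus no-compound background flagged substrates.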
Vif-A3F inh: qHTS for Inhibitors of Vif-A3F Interactions: qHTS; HeLa A3F-eYFP + Vif (tagged APOBEC3F with the HIV-1 protein that degrades it), YFP fluorescence increase; Potency, µM (titrated, usually from 46.1 µM), without a hit: at the highest dose activity, negative = active; 390,000 tested, 0.2% active; further: potency means the concentration at half of the fitted maximal effect; % of control where 0% means no effect; nearly all actives have a fitted effect of over 65% in size
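HeLa cells stably expressing A3F-eYFP plus Vif, plated and incubated overnight at 37 deg C, then exposed to compounds overnight at 37 deg C. Blocked degradation read as raised yellow fluorescence (Ex 488/Em 500-530).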
mIDH1 inhibitor: qHTS for Inhibitors of mutant isocitrate dehydrogenase 1 (IDH1): qHTS. Isocitrate dehydrogenase [NADP] cytoplasmic (Homo sapiens), O75874. AID 602179, 2012. 390,000 tested, 0.093% active. IDH1-R132H enzyme, NADPH consumption, diaphorase/resazurin fluorescence. Potency, µM (doses to about 76.6 µM), without a hit: at the top dose activity change, negative = inhibition, usual class: inhibitors; further: potency means the concentration at half of the fitted maximal effect; on the % scale 0 is the no-effect control and ±100 the full control effect; nearly all actives have a fitted effect of over 65% in size
Target sequence (O75874 whole entry R132H, stated change not applied): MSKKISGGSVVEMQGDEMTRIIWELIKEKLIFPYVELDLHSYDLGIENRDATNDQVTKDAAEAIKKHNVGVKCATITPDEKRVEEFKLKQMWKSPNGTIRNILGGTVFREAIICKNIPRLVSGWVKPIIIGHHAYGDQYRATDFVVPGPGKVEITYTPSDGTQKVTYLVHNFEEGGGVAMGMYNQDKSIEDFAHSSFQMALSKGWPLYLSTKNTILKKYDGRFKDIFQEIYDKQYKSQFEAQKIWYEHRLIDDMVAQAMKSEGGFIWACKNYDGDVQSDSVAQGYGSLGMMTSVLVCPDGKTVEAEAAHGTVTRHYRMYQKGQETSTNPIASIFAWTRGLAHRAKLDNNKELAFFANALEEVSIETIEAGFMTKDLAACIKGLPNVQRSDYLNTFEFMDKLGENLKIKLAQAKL
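IDH1-R132H (0.5 ug/mL dispensed) in pH 7.5 Tris buffer was preincubated 30 min with compound, then given a substrate mix of 0.016 mM NADPH and 2 mM alpha-KG for 80 min at room temperature; remaining NADPH was read by diaphorase/resazurin fluorescence.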
GRP78 ERSR act: qHTS for Inducers of the Endoplasmic Reticulum Stress Response (ERSR) in Human Glioma: qHTS; 420,000 tested, 0.02% active; AID 602332, 2012; U87-MG GRP78 promoter luciferase reporter, 16 h; Potency, µM, for the others: top-dose activation, hits mostly activators; further: potency means the concentration at half of the fitted maximal effect; series mostly up to about 76 µM; % of control where 0% means no effect; nearly all actives have a fitted effect of over 35% in size
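Stably transfected U87-MG human glioma cells carrying a GRP78-based luminescent sensor were seeded at 1000 cells/well, pin-dosed with compounds and incubated 16 h. Luciferase reagent was then added, and end-point luminescence was read after 10 min at room temperature.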
Vif-APOBEC3G blk: qHTS for Inhibitors of Vif-A3G Interactions: qHTS; DNA dC->dU-editing enzyme APOBEC-3G (Homo sapiens), Q9HC16; HeLa A3G-eYFP + Vif (tagged APOBEC3G with the HIV-1 protein that degrades it), YFP fluorescence, overnight; Potency, µM (doses to about 46.1 µM), for inactives: at the highest dose activity, negative = active, most hits filed as inhibitors; 410,000 tested, 0.076% active; AID 602310, 2012;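 further: potency means the concentration at half of the fitted maximal effect; on the % scale 0 is the no-effect control and ±100 the full control effect; nearly all actives have a fitted effect of over 60% in size; hits raise eYFP signal because A3G escapes Vif-driven loss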
Target sequence (Q9HC16 whole entry, looked up): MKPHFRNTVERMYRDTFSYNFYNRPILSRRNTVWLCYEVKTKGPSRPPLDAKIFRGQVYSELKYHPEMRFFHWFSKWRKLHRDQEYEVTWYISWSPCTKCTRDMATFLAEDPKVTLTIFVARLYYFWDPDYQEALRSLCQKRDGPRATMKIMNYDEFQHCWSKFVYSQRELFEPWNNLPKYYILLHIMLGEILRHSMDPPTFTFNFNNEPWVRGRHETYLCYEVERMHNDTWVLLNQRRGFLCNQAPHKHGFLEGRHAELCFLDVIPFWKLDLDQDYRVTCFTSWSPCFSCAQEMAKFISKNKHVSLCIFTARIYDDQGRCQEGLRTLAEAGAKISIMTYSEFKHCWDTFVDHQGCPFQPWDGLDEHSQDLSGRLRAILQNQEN
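HeLa cells stably expressing Vif and C-terminally eYFP-tagged A3G, seeded overnight at 37 deg C, then exposed to compound by pintool overnight at 37 deg C. Rise in yellow fluorescence (Ex 488/Em 500-530, Acumen) marks blocked Vif-driven A3G degradation.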
PI4K2A block: qHTS for small molecular inhibitors of PI4K2A. Phosphatidylinositol 4-kinase type 2-alpha (Homo sapiens), Q9BTU6. purified PI4K2A, ADP-Glo luminescence, 1 h; active compounds read low. activity change, negative = inhibition, % at 76.9 µM. 420,000 tested, 0.13% active; in the data active means activity change below about -50%; inconclusive means mostly about -30% to -49%;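 further: -100% = wells without enzyme as full effect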
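Compounds are screened against recombinant PI4K2A using PI as substrate and ATP, the latter dispensed at 300 microM. Reactions run one hour at ambient temperature before ADP-Glo detection; full inhibition defined by wells lacking enzyme.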
RXFP1 ag: qHTS Assay for Agonists of the Relaxin Receptor RXFP1. 370,000 tested, 0.3% active. Potency, µM (titrated, usually from 57.5 µM), inactives show top-dose activation, most hits filed as activators. AID 2676, 2010. HEK293T-RXFP1 cAMP TR-FRET, 30 min; response scale: percent of porcine relaxin response, buffer zero; further: potency means the concentration at half of the fitted maximal effect; on the % scale 0 is the no-effect control and ±100 the full control effect; nearly all actives have a fitted effect of over 60% in size; many of its hits are not listed in these tables
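cAMP rise read by TR-FRET after 30 min, 37C compound exposure (up to 58 uM) in RXFP1-transfected HEK293 cells with Ro 20174 present. EC50 from Hill-equation fits, with 29 nM porcine relaxin as 100% and buffer as basal.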
USP1 inh: Inhibitors of USP1/UAF1: Primary Screen; recombinant USP1/UAF1, Ub-Rhodamine cleavage fluorescence; 390,000 tested, 0.23% active; AID 743255, 2014; Potency, µM (top dose mostly 57.1 µM), for inactives: top-dose activity change, negative = inhibition, actives largely listed as inhibitors; Ubiquitin carboxyl-terminal hydrolase 1 (Homo sapiens), O94782; further: potency means the concentration at half of the fitted maximal effect; on the % scale 0 is the no-effect control and ±100 the full control effect; nearly all actives have a fitted effect of over 60% in size; inactives centre near -12
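1 nM enzyme complex + cpd, 15 min RT; start with Ub-Rho 150nM final; kinetic fluorescence ex 480/em 540, 6 reads q60 s. Buffer 50mM HEPES pH 7.8, 0.5mM EDTA, 0.1 mg/ml BSA, 1mM TCEP, 0.01% Tween-20.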
Numbers without * were called inactive; & = joins results of further samples; [ ] = another dose, or the depositor's remark. Unless noted, the call rests on the fitted dose curve; in most records, active means well fitted curve in the direction sought with a large enough effect; inconclusive means small, poorly fitted or top-dose-only effect, or another doubt; inactive means no such curve, though single readings can be large; an effect the other way counts as inactive or inconclusive. This is a subset (hit frequency here may not be typical).

For O=S(=O)(c1cccs1)N1CCN(CC(O)COc2cc(Cl)ccc2Cl)CC1 (stereo not drawn) the results were LDHA block 7, TrxR1 substrate -5%, Vif-A3F inh -14%, mIDH1 inhibitor 1%, GRP78 ERSR act -8%, Vif-APOBEC3G blk 0%, PI4K2A block -2, RXFP1 ag -0.1% and USP1 inh -19%.
`CCCCOc1ccc(/C=C/C(=O)NCCc2nc3ccccc3[nH]2)cc1` gave LDHA block -5, TrxR1 substrate 3%, Vif-A3F inh -9%, mIDH1 inhibitor -1%, GRP78 ERSR act -2%, Vif-APOBEC3G blk -11%, PI4K2A block 2, RXFP1 ag -0.9% and USP1 inh -22%.
`Cc1snc2sc(C(=O)c3ccc(F)cc3)c(N)c12` gave LDHA block 0, TrxR1 substrate 1%, Vif-A3F inh 0%, mIDH1 inhibitor 4%, GRP78 ERSR act 8%, Vif-APOBEC3G blk 0%, PI4K2A block 0, RXFP1 ag 3.9% and USP1 inh -23%.
For CCC(C)NC(=O)COC(=O)c1cc([N+](=O)[O-])ccc1Sc1nc(C)cs1 (stereo not drawn) the results were LDHA block -2, TrxR1 substrate -11%, mIDH1 inhibitor 5%, GRP78 ERSR act -5%, Vif-APOBEC3G blk -1%, PI4K2A block 3, RXFP1 ag -2.1% and USP1 inh -3%.
For Cc1ccc(C(=O)NC(=S)Nc2ccccc2C)cc1 the results were LDHA block -6, TrxR1 substrate 1%, Vif-A3F inh inconclusive, mIDH1 inhibitor 0%, GRP78 ERSR act 3%, Vif-APOBEC3G blk 3%, PI4K2A block -1, RXFP1 ag 0.3% and USP1 inh -21%.
Screening CCOC(=O)C(NC(=O)CCC(=O)Nc1ccc(S(N)(=O)=O)cc1)C(O)c1ccccc1 (stereo not drawn) returned LDHA block -1, TrxR1 substrate -4%, Vif-A3F inh -1%, mIDH1 inhibitor 4%, GRP78 ERSR act -4%, Vif-APOBEC3G blk 0%, PI4K2A block 1, RXFP1 ag -0.7% and USP1 inh -12%.
COc1ccccc1-c1noc2ncnc(Nc3cccc(C)c3C)c12 was read as LDHA block -4, TrxR1 substrate 2%, Vif-A3F inh -5%, mIDH1 inhibitor -1%, GRP78 ERSR act -4%, Vif-APOBEC3G blk 0%, PI4K2A block -1, RXFP1 ag 0.0% and USP1 inh -14%.
For Cn1ccsc1=NC(=O)c1ccc(S(=O)(=O)C(F)F)cc1 the results were LDHA block -3, TrxR1 substrate -8%, Vif-A3F inh 1%, mIDH1 inhibitor 0%, GRP78 ERSR act 2%, Vif-APOBEC3G blk 0%, PI4K2A block -12, RXFP1 ag 11% and USP1 inh 6%.
`CCC(=O)Nc1ccc(C(=O)Nc2c[nH]c(=O)[nH]c2=O)cc1` gave LDHA block -7, TrxR1 substrate 2%[57.1 µM], Vif-A3F inh 15%, mIDH1 inhibitor 1%, GRP78 ERSR act -4%, Vif-APOBEC3G blk 0%, PI4K2A block 2, RXFP1 ag 1.0% and USP1 inh -14%.
Cc1cc(C(=O)COC(=O)c2cccnc2Cl)c(C)n1CC1CCCO1 (stereo not drawn) was read as LDHA block -4, TrxR1 substrate 3%, Vif-A3F inh 3%, mIDH1 inhibitor -1%, GRP78 ERSR act -13%, Vif-APOBEC3G blk 8%, PI4K2A block -6, RXFP1 ag 4.3% and USP1 inh -19%.
CCSc1nnc(NC(=O)[C@H](C)N2C(=O)C3CC=CCC3C2=O)s1 (stereo partly drawn) was read as LDHA block -7, TrxR1 substrate 5%, Vif-A3F inh 0%, mIDH1 inhibitor 7%, GRP78 ERSR act 2%, Vif-APOBEC3G blk 4%, PI4K2A block 9, RXFP1 ag 2.7% and USP1 inh -7%.
`COc1ccc(C2N(c3ccccc3)C(=O)C2(F)F)cc1OC` (stereo not drawn) gave LDHA block -2, TrxR1 substrate 10%[57.1 µM], Vif-A3F inh -1%, mIDH1 inhibitor 11%, GRP78 ERSR act -2%, Vif-APOBEC3G blk -5%, PI4K2A block 4, RXFP1 ag -0.8% and USP1 inh -4%.

3 entries out of the list, arranged by length of the SMILES, low to high:
For Cc1ccc(C(=O)NC(=S)Nc2ccccc2C)cc1 the results were LDHA block -6, TrxR1 substrate 1%, Vif-A3F inh inconclusive, mIDH1 inhibitor 0%, GRP78 ERSR act 3%, Vif-APOBEC3G blk 3%, PI4K2A block -1, RXFP1 ag 0.3% and USP1 inh -21%.
`Cc1snc2sc(C(=O)c3ccc(F)cc3)c(N)c12` gave LDHA block 0, TrxR1 substrate 1%, Vif-A3F inh 0%, mIDH1 inhibitor 4%, GRP78 ERSR act 8%, Vif-APOBEC3G blk 0%, PI4K2A block 0, RXFP1 ag 3.9% and USP1 inh -23%.
`CCCCOc1ccc(/C=C/C(=O)NCCc2nc3ccccc3[nH]2)cc1` gave LDHA block -5, TrxR1 substrate 3%, Vif-A3F inh -9%, mIDH1 inhibitor -1%, GRP78 ERSR act -2%, Vif-APOBEC3G blk -11%, PI4K2A block 2, RXFP1 ag -0.9% and USP1 inh -22%.

(more compounds)
CCN(CC)S(=O)(=O)c1cc(NC(=O)c2ccccc2OCc2c(C)noc2C)ccc1C was read as LDHA block 1, TrxR1 substrate -16%, Vif-A3F inh 7%, mIDH1 inhibitor 5%, GRP78 ERSR act -2%, Vif-APOBEC3G blk -2%, PI4K2A block 0 and USP1 inh -12%.
Screening CCN(CC)CCn1c(=N)n(CCOc2ccccc2Cl)c2ccccc21 returned LDHA block 1, TrxR1 substrate 10%, Vif-A3F inh -13%, mIDH1 inhibitor -7%, GRP78 ERSR act -6%, Vif-APOBEC3G blk 6%, PI4K2A block -6, RXFP1 ag -0.7% and USP1 inh 8%.
`COc1ccc(S(=O)(=O)N(CC(=O)N2CCOCC2)c2ccc(F)cc2)cc1OC` gave LDHA block -9, TrxR1 substrate 11%[0.0914 µM], Vif-A3F inh -4%, mIDH1 inhibitor 16%, GRP78 ERSR act -1%, Vif-APOBEC3G blk 1%, PI4K2A block 0, RXFP1 ag -1.5% and USP1 inh -10%.
For Cc1cc(C(=O)CN2C(=O)NC3(CCC(C)CC3)C2=O)c(C)n1C (stereo not drawn) the results were LDHA block -4, TrxR1 substrate 6%[57.1 µM], Vif-A3F inh -10%, mIDH1 inhibitor 6%, GRP78 ERSR act -5%, Vif-APOBEC3G blk 1%, PI4K2A block 1, RXFP1 ag -0.1% and USP1 inh 1%.
`CCOC(=O)C1=C(N)N2C(=O)C(C)SC2=C(C(=O)OCC)C1c1ccc(O)cc1` (stereo not drawn) gave LDHA block 1, TrxR1 substrate -14%, Vif-A3F inh -5%, mIDH1 inhibitor -8%, GRP78 ERSR act -2%, Vif-APOBEC3G blk 3%, PI4K2A block -1, RXFP1 ag -0.4% and USP1 inh -6%.
COc1cc(-c2noc(-c3ccc(NC4CCCCC4)c([N+](=O)[O-])c3)n2)cc(OC)c1OC was read as LDHA block -7, TrxR1 substrate -9%, Vif-A3F inh -12%, mIDH1 inhibitor 13%, GRP78 ERSR act 0%, Vif-APOBEC3G blk 4%, PI4K2A block -1, RXFP1 ag 1.6% and USP1 inh -24%.
`COc1ccc(OCCOC(=O)c2cccs2)cc1` gave LDHA block -4, TrxR1 substrate 2%[57.1 µM], Vif-A3F inh 9%, mIDH1 inhibitor 3%, GRP78 ERSR act -2%, Vif-APOBEC3G blk -9%, PI4K2A block 0, RXFP1 ag -0.1% and USP1 inh -18%.
CCC(=O)N1CCc2cc(Br)cc(S(=O)(=O)N3CCN(c4ccc(C)cc4)C(C)C3)c21 (stereo not drawn) was read as LDHA block -1, TrxR1 substrate -6%[2.29 µM], Vif-A3F inh -14%, mIDH1 inhibitor 7%, GRP78 ERSR act -4%, Vif-APOBEC3G blk 2%, PI4K2A block -4, RXFP1 ag -1.9% and USP1 inh -25%.
For Cc1cccc(CNc2ncnc3ccc(-c4cccnc4)cc23)c1 the results were LDHA block 0, TrxR1 substrate 13%, Vif-A3F inh 2%, GRP78 ERSR act -4%&-1%, Vif-APOBEC3G blk -12%, PI4K2A block -6 and RXFP1 ag 0.4%.
Screening COc1cc(OC)cc(C(=O)N2CCN(C(=O)c3ccc(OC)c(OC)c3)CC2)c1 returned LDHA block 0, TrxR1 substrate 0%, Vif-A3F inh -18%, mIDH1 inhibitor 1%, GRP78 ERSR act -2%, Vif-APOBEC3G blk -9%, PI4K2A block 3, RXFP1 ag 2.8% and USP1 inh -3%.
COc1ccc(CNCCCSc2nnnn2C)c(OC)c1 was read as LDHA block -7, TrxR1 substrate -4%, Vif-A3F inh 5%, mIDH1 inhibitor -16%, GRP78 ERSR act -4%, Vif-APOBEC3G blk -2%, PI4K2A block 1, RXFP1 ag 0.1% and USP1 inh -8%.

Bioassay records: PubChem, National Center for Advancing Translational Sciences (NCATS)
